mIAP act: activators of mouse IAP, primary screen, biochemical, luminescence, uHTS; intestinal alkaline phosphatase [Mus musculus]; muIAP, CDP-Star luminescence, 30 min; stronger effect = higher value; 1 = vehicle-only enzyme signal, 0 = enzyme-free wells; activation factor at 10 µM; actives 0.24% (n = 330,000); AID 2805, 2010;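 active = activation factor of at least 2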; also: the source names both 10 and 20 µM as test concentration; values of inactives mirror those of a sister screen read the other way
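System: Mouse IAP enzyme | Also added: CDP-Star substrate | Dosing: Compounds dispensed in DMSO | Schedule: 30 min enzyme-substrate-compound incubation at room temperature | Technique: Chemiluminescence readout | Control set: DMSO-only wells and no-enzyme negative control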
NALP3 yeast inh: NALP3 inflammasome inhibitors in reconstituted yeast, primary screen, luminescence, uHTS; AID 2825, 2010; Yeast reconstituted NLRP3/ASC/caspase-1, beta-gal luminescence, 24 h; actives 0.39% (n = 330,000); inhibition, % at 10 µM;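 active = inhibition of 50% or more; inactive = inhibition below 50%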;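 also: plate controls were induced DMSO wells for no effect and uninduced yeast grown without galactose for full effect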
beta cell repl: inducers of MIN6 beta-cell proliferation, primary screen, ATP luminescence, uHTS; AID 2380, 2010; MIN6 cells proliferation, ATPlite luminescence, 48 h; cells starved in 0.2% serum; 100% = growth in 10% serum; actives 0.29% (n = 330,000); proliferation, % at 10 µM;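 active = compounds whose signal lies at least 3.5 SD above the mean of all wells on their plate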;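 also: 0% = DMSO-treated cells in low-serum medium and 100% = 10% serum control; some compounds called inactive have numbers as strong as hits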
APOBEC3A inh: APOBEC3A ssDNA deaminase inhibitors, primary screen, selectivity assay for APOBEC3G inhibitor project, biochemical, FAM/TAMRA oligo cleavage fluorescence; actives 0.41% (n = 330,000); recombinant A3A, FAM/TAMRA ssDNA deamination fluorescence; inhibition, % at 20 µM; DNA dC->dU-editing enzyme APOBEC-3A (Homo sapiens), P31941; AID 493011, 2011;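 active = at least 40% inhibition at 20 µM here, with at most 30% in a related deaminase screen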;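 also: plate controls were A3A with DMSO for no effect and wells lacking A3A enzyme for full effect; some results filed as inactive read as strong as hits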
Target sequence (P31941 whole entry, looked up): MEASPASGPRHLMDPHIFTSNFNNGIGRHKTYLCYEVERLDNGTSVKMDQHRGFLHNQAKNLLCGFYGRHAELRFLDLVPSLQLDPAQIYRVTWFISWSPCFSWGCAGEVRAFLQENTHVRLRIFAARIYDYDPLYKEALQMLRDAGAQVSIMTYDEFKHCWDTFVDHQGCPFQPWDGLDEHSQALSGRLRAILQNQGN
TIM10 inh: growth inhibitors of isogenic TIM10 control yeast, primary screen, counter-screen for tim10-1 yeast inhibitor project, luminescence, uHTS | inhibition, % at 10 µM | actives 1.4% (n = 330,000) | S. cerevisiae TIM10 strain growth, BacTiter-Glo luminescence, 24 h;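 active = inhibition of 40% or more at the single tested concentration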;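 also: wild-type TIM10 isogenic control strain grown at permissive 25 °C; 0% = DMSO yeast wells and 100% = minimal medium wells without yeast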
APOBEC3G inh: APOBEC3G DNA deaminase inhibitors, primary screen, biochemical, fluorescence, single-stranded DNA substrate, uHTS | inhibition, % at 20 µM | recombinant A3G, ssDNA deamination FAM/TAMRA fluorescence | actives 0.28% (n = 330,000) | DNA dC->dU-editing enzyme APOBEC-3G (Homo sapiens), Q9HC16;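 active = inhibition of at least 40% at 20 µM, with no more than 30% in the related APOBEC3A deaminase screen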;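 also: plate controls were DMSO wells with A3G for no effect and wells lacking A3G enzyme for full effect; some compounds called inactive have numbers as strong as hits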
Target sequence (Q9HC16 whole entry, looked up): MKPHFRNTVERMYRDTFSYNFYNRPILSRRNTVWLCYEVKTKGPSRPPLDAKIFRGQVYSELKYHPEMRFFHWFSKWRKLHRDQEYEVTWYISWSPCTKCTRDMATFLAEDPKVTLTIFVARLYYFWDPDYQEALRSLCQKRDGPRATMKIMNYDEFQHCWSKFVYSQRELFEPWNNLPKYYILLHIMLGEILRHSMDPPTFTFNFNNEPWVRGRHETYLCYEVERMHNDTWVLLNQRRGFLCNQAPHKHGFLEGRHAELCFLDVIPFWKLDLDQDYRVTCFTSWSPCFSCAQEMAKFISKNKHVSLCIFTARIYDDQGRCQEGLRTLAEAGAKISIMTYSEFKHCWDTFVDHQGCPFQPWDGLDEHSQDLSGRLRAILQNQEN
tim10-1 inh: growth inhibitors of tim10-1 mutant yeast, primary screen, luminescence, uHTS; inhibition, % at 20 µM; actives 2.2% (n = 330,000); S. cerevisiae tim10-1 ts strain growth, BacTiter-Glo, 24 h;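 active = inhibition of at least 40%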;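 also: mutant grown at 25 °C; 0% = DMSO wells with yeast and 100% = wells holding no yeast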
hIAP block: human IAP inhibitors, primary screen, biochemical, luminescence, uHTS; Intestinal-type alkaline phosphatase (Homo sapiens), P09923; purified IAP, CDP-Star luminescence, 30 min; inhibition, % at 10 µM; actives 0.12% (n = 330,000);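 active = inhibition reaching a set limit with compound at 10 µM in the primary screen, cut at about 35% in these data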;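 also: plate controls were DMSO wells with enzyme for no effect and no-enzyme buffer wells for full effect; values of inactives mirror those of a sister screen read the other way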
Target sequence (P09923 whole entry, looked up): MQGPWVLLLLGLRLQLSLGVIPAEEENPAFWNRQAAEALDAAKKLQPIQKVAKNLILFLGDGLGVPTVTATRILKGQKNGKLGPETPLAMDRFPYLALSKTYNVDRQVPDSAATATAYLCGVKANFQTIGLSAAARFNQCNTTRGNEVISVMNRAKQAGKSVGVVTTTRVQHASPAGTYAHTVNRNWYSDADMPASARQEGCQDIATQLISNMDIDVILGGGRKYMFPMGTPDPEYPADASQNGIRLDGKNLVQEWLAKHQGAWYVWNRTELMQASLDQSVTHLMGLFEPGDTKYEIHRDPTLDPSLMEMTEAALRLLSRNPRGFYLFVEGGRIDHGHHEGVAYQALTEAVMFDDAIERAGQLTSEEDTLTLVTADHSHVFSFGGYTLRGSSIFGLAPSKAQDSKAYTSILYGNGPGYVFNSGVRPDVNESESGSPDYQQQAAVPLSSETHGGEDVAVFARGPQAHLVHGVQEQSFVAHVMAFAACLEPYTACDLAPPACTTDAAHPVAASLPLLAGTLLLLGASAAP
mIAP block: inhibitors of mouse IAP, primary screen, biochemical, luminescence, uHTS | purified mouse IAP, CDP-Star luminescence, 30 min | inhibition, % at 10 µM | actives 0.2% (n = 330,000) | AID 2806, 2010;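 active = inhibition of at least 40% at 10 µM in the primary screen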;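 also: plate controls were DMSO with enzyme for no effect and no enzyme wells for full effect; values of inactives mirror those of a sister screen read the other way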
The depositor's hits bear a star; . = not tested or not shown.

Order of results – mIAP act | NALP3 yeast inh | beta cell repl | APOBEC3A inh | TIM10 inh | APOBEC3G inh | tim10-1 inh | hIAP block | mIAP block
- O=C(CSc1nc2ccccc2[nH]1)Nc1ccc(F)c(F)c1
  0.93 | 1 | -4 | 6 | 15 | 2 | 10 | -3 | 7
- COC(=O)c1c(NC(=O)C2CCCCC2)sc2c1CCN(C(C)C)C2
  1.1 | 25 | -1 | -14 | 10 | -13 | 18 | -19 | -8
- CC1(C)c2ssc(=S)c2-c2ccccc2N1C(=O)c1ccco1
  0.99 | 6 | -3 | 0 | 12 | 1 | 19 | 23 | 1
- CC(C)CN(C(=O)COC(=O)c1ccc(-c2ccccc2)cc1)C1CCS(=O)(=O)C1 (stereo not drawn)
  0.98 | -8 | -3 | -4 | 7 | 2 | 20 | 5 | 2
- Cc1ccc(Oc2ncccc2C(=O)NCC(=O)O)cc1
  1.1 | 28 | -1 | 6 | -6 | 16 | 6 | -11 | -7
- O=C(Cc1ccccc1)Nc1ccc(NC(=O)c2ccco2)nc1
  0.96 | 4 | -1 | -3 | 0 | -3 | 3 | 29 | 4
- CCc1sc(C(=O)NC(C)C2CCCO2)cc1Br (stereo not drawn)
  1 | 30 | -3 | 0 | -1 | -6 | -16 | 13 | 0
- O=C(CN1CCSC1=O)N1CCN(S(=O)(=O)c2ccc(F)cc2)CC1
  0.98 | 10 | -6 | 0 | 11 | 3 | -2 | -5 | 2
- CC(C)CN1CCN(Cc2cccc3nccnc23)CC1CCO (stereo not drawn)
  1 | -6 | 0 | -3 | -14 | -7 | 5 | 15 | 0
- CCOC(=O)c1[nH]c2ccc(Br)cc2c1NC(=O)CCN1CCCC(C)C1 (stereo not drawn)
  0.95 | 15 | -3 | -2 | 7 | -5 | 17 | 12 | 5
- O=C(NCCCN1CCOCC1)c1ccc2c(c1)N(Cc1c(F)cccc1Cl)C(=O)c1ccccc1S2
  1 | 20 | -6 | -4 | -1 | -5 | 4 | -8 | -4
- CC[C@]12c3[nH]c4cc(-c5ccco5)ccc4c3CCN1C(=O)[C@@H](CC(=O)NCc1ccco1)C[C@@H]2C(=O)N1CCN(C(=O)c2ccco2)CC1
  1.2 | . | . | 4 | 0 | 1 | -4 | . | -20
- Cc1ccccc1NC(=O)c1ccc(Cl)c(NC(=O)c2ccncc2)c1
  0.94 | 1 | 0 | -2 | 3 | -7 | 10 | 18 | 6
- O=c1[nH]c2cc3c(cc2cc1CN(CCc1ccccc1)Cc1nnnn1CC1CCCO1)OCO3 (stereo not drawn)
  0.96 | 7 | 0 | -4 | -8 | -6 | 24 | 8 | 4
- CCC(=O)NC(Cc1ccccc1)c1ccc2c(c1)OCCCO2 (stereo not drawn)
  0.99 | 9 | 0 | -2 | -2 | -5 | -5 | -10 | 1
- CCn1c(=O)c(-[n+]2ccccc2)c(O)c2ccccc21
  0.93 | 8 | 4 | -2 | 0 | -2 | 0 | 8 | 7
- CCCc1cc(=O)[nH]c(SCC(=O)N(CC(C)C)C2CCS(=O)(=O)C2)n1 (stereo not drawn)
  0.96 | 6 | 0 | -1 | -7 | -3 | 0 | -21 | 4
- CCOC(=O)c1c(C)[nH]c(C)c1S(=O)(=O)NCCCc1ccco1
  1.1 | 25 | -1 | 2 | 6 | 5 | 0 | -21 | -8
- Cc1cccc(N2CCN(C(=O)Cc3ccc(Br)cc3)CC2)c1C
  1.1 | 5 | -4 | -6 | 3 | -1 | 22 | -6 | -14
- CN(C)S(=O)(=O)c1cccc(NC(=O)/C=C/c2ccccc2[N+](=O)[O-])c1
  0.94 | 5 | -1 | -2 | 5 | -6 | -2 | 17 | 6

(listing goes on)
Order of results – mIAP act | NALP3 yeast inh | beta cell repl | APOBEC3A inh | TIM10 inh | APOBEC3G inh | tim10-1 inh | hIAP block | mIAP block
- CC(=O)Nc1sc2c(c1C#N)CC(C)(C)NC2(C)C
  0.94 | 8 | 1 | 0 | 12 | -5 | 13 | -10 | 6
- COc1ccc2oc(C(=O)NCc3ccccc3CN3CCCC3)c(C)c2c1
  1.1 | 22 | -7 | 0 | 13 | -6 | 22 | -23 | -11
- C/C(=N/NC(=O)C(=O)N/N=C(/C)c1ccccc1)c1ccccc1
  0.88 | 4 | -2 | -1 | -5 | -7 | -4 | -8 | 12
- C[N+](C)(C)CC(O)CC(=O)O (stereo not drawn)
  1 | 12 | -4 | -5 | 0 | -7 | -4 | -14 | -1
- CCCC(=O)C1=C(O)C(C(=O)OC)C(C)(C)CC1=Nc1cccc2ccccc12 (stereo not drawn)
  0.95 | 15 | -7 | -4 | 22 | -6 | 37 | -7 | 5
- CCN(CC(=O)NC(C)C)C(=O)C(CCSC)NC(=O)c1cccc(C)c1 (stereo not drawn)
  0.94 | 18 | 0 | 1 | -2 | -4 | 6 | -8 | 6
- CCc1ccc2[nH]c(=O)c(CN(CCN3CCOCC3)C(=O)Nc3ccccc3F)cc2c1
  0.98 | 11 | -5 | 1 | 7 | 0 | 15 | 1 | 2
- COCCN(C(=O)Nc1ccccc1)c1ccccc1C
  0.97 | 8 | -3 | 0 | 5 | -3 | 22 | 9 | 3
- CCc1nc(Nc2ccncc2)c2oc3ccccc3c2n1
  0.9 | -3 | 1 | 5 | 6 | -2 | 6 | 17 | 10
- O=C(NCCCNCc1ccccc1)c1ccncc1
  1.1 | 21 | -1 | -5 | 7 | -5 | 13 | 13 | -10
- Cc1cc(C)cc(NC(=O)CSc2nnc(CN3CCOCC3)n2C)c1
  0.96 | -13 | 0 | 0 | -4 | -5 | 9 | 18 | 4
- Cn1cccc1Cc1nnc(SCC(=O)N2CCCCCC2)n1-c1ccc(F)cc1
  0.83 | 4 | -3 | -4 | 7 | -2 | 18 | 0 | 17
- O=S(=O)(NC1CCCCC1Nc1ccccc1)c1ccccc1 (stereo not drawn)
  0.99 | 4 | -1 | -4 | 11 | -5 | 40 | -6 | 0
- Cc1cccc(N(C)c2cc(C)nc3nc(C)nn23)c1
  1.1 | 9 | -2 | 1 | -5 | 0 | 5 | 6 | -12
- N#Cc1c(C(F)(F)F)cc(-c2cccs2)nc1SC(C(=O)O)c1ccccc1 (stereo not drawn)
  1 | 15 | -2 | 0 | 7 | -10 | -4 | -11 | -1
- COc1ccccc1NC(=S)NCc1ccc(S(N)(=O)=O)cc1
  0.95 | 10 | -2 | -3 | 4 | -10 | 7 | 1 | 5
- CC(C)[C@@H](C(=O)N1CCN(C(=O)OC(C)(C)C)CC1)n1cc(CCO)nn1
  1.1 | 9 | 4 | -2 | 8 | -7 | -1 | 2 | -6
- Cc1cccn2c(=O)c3cc(C(N)=S)c(=N)n(CCCOC(C)C)c3nc12
  0.86 | 8 | -6 | 3 | 3 | 5 | 15 | 9 | 14
- CC(=O)Nc1ccc(NC(=O)CSc2nccn2Cc2ccccc2)cc1
  1 | -1 | 1 | -2 | 1 | -3 | 22 | 2 | -4
- Cc1cc(C(=O)N/N=C/c2c(C)nn(-c3ccccc3)c2Cl)n[nH]1
  1 | 15 | -2 | 0 | 19 | -6 | 1 | 1 | -1

An excerpt from above in order of count of non-hydrogen atoms, rising:
Order of results – mIAP act | NALP3 yeast inh | beta cell repl | APOBEC3A inh | TIM10 inh | APOBEC3G inh | tim10-1 inh | hIAP block | mIAP block
- CC(C)CN1CCN(Cc2cccc3nccnc23)CC1CCO (stereo not drawn)
  1 | -6 | 0 | -3 | -14 | -7 | 5 | 15 | 0
- CC(C)[C@@H](C(=O)N1CCN(C(=O)OC(C)(C)C)CC1)n1cc(CCO)nn1
  1.1 | 9 | 4 | -2 | 8 | -7 | -1 | 2 | -6
- N#Cc1c(C(F)(F)F)cc(-c2cccs2)nc1SC(C(=O)O)c1ccccc1 (stereo not drawn)
  1 | 15 | -2 | 0 | 7 | -10 | -4 | -11 | -1
- CC(C)CN(C(=O)COC(=O)c1ccc(-c2ccccc2)cc1)C1CCS(=O)(=O)C1 (stereo not drawn)
  0.98 | -8 | -3 | -4 | 7 | 2 | 20 | 5 | 2

Single records, from the list above.
CCc1nc(Nc2ccncc2)c2oc3ccccc3c2n1 is listed as mIAP act: 0.9; NALP3 yeast inh: -3; beta cell repl: 1; APOBEC3A inh: 5; TIM10 inh: 6; APOBEC3G inh: -2; tim10-1 inh: 6; hIAP block: 17; mIAP block: 10
Cc1cc(C)cc(NC(=O)CSc2nnc(CN3CCOCC3)n2C)c1 is listed as mIAP act: 0.96; NALP3 yeast inh: -13; beta cell repl: 0; APOBEC3A inh: 0; TIM10 inh: -4; APOBEC3G inh: -5; tim10-1 inh: 9; hIAP block: 18; mIAP block: 4

Further results:
Order of results – mIAP act | NALP3 yeast inh | beta cell repl | APOBEC3A inh | TIM10 inh | APOBEC3G inh | tim10-1 inh | hIAP block | mIAP block
- COc1ccccc1C(=O)NC1CCN(C(=S)NCCc2ccccc2)CC1
  1 | 14 | 1 | -2 | -12 | -4 | 8 | 0 | -3
- O=C(NNc1nc2c(F)cc(F)cc2s1)C1=COCCO1
  0.86 | 15 | 4 | -3 | 12 | -12 | 8 | -56 | 14
- CCc1ccc(NC(=O)C(=O)c2ccccc2NC(C)=O)cc1
  0.94 | 22 | -2 | 1 | -5 | 0 | -33 | 5 | 6
- COc1ccc(-c2oc3ccc(N4CCOCC4)cc3c2C#CCO)cc1
  1.1 | 11 | -8 | 0 | -8 | 10 | 37 | 2 | -12
- Cc1oc(-c2ccc(Cl)cc2)nc1CN1CCC(C(=O)N2CCc3ccccc3C2)CC1
  1.1 | 2 | -7 | -2 | 34 | -8 | 36 | 15 | -9
- CCN(CC(=O)Nc1ccc(NC(C)=O)cc1)C(=O)c1ccccc1CCc1ccccc1
  1 | 1 | -2 | -1 | 5 | -8 | 15 | -10 | -4
- O=C(c1ccco1)N(Cc1ccco1)Cc1cc2ccccc2[nH]c1=O
  1 | 9 | 3 | -2 | 12 | -6 | 8 | -10 | 0
- CCOc1ccc(CCNC(=O)c2cccs2)cc1OCC
  0.94 | 21 | -2 | -2 | -6 | -3 | -1 | -9 | 6
- CCOC(=O)C(CC)/C(C)=N/NC(=O)c1ccccc1[N+](=O)[O-] (stereo not drawn)
  0.98 | 4 | -1 | -1 | -11 | -2 | -7 | -15 | 2
- Cc1ccc(-n2c(-c3ccccc3)c[n+]3c2CCC3)cc1
  1 | 18 | -7 | 6 | -1 | 10 | -9 | -24 | 0
- Cc1ccc(C2CC(c3ccccc3Cl)n3nc(N)nc3N2)cc1 (stereo not drawn)
  0.97 | 22 | 3 | 5 | 10 | 6 | 22 | 0 | 3
- COc1ccccc1NC(=O)Nc1ccnn1Cc1cccs1
  1 | 1 | -2 | 10 | 7 | 3 | 10 | 15 | -2
- CCN1CCN(C(=O)c2ccc(Cn3c(=O)[nH]c4cc(OC)c(OC)cc4c3=O)cc2)CC1
  1.1 | 2 | 1 | 0 | -16 | -4 | 4 | 5 | -5
- CCn1cc(C(=O)N2CCN(Cc3ccc4c(c3)OCO4)CC2)c2cc(OC)c(OC)cc2c1=O
  0.91 | 6 | 4 | -3 | 2 | -5 | 3 | 9 | 9
